IDH1 mut inh: blocks human IDH1 R132H reductase activity; O75874; diaphorase/resazurin fluorescence, 60 min; inhibition, % at 10 µM; 70,000 tested, 0.18% active; AID 624101; in the data active means inhibition above about 34%;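 further: 0% = DMSO and 100% = no enzyme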
Target sequence (O75874 whole entry R132H): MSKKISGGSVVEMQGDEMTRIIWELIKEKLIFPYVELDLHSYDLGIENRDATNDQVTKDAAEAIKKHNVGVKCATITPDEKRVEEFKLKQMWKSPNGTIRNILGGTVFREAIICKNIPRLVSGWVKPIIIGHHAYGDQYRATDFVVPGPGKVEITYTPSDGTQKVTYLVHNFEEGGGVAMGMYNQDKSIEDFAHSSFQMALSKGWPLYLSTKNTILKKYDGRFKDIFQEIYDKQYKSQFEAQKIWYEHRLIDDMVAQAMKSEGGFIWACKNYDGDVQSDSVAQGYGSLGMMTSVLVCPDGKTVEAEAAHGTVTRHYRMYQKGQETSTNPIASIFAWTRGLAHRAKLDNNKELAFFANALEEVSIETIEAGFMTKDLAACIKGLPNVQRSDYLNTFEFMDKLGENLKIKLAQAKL
PRC2 inh: EZH2 (human) methyltransferase inhibition | Q15910 | PRC2 H3K27 methylation, DELFIA TRF, 1 h | inhibition, % at 12.5 µM | 57,000 tested, 0.35% active | AID 651548;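 active means mean inhibition of replicates at least 50% and every single replicate also reaching 50%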;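 further: dimethyl H3K27 on biotinylated H3 21-44 peptide detected by antibody; plate controls were median neutral control wells for no effect and median positive control wells for full effect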
* hit, by the source's call; . = not tested or not shown. A portion of the library. The share of hits here may be higher or lower than overall.

smiles | IDH1 mut inh | PRC2 inh
CCCNC(=O)C[C@@H]1C[C@H]2c3cc(NS(=O)(=O)c4cccc(OC)c4)ccc3O[C@H]2[C@@H](CO)O1 | -0.4 | -4
O=C(CSc1nc2ccc(C(=O)c3ccccc3)cc2[nH]1)Nc1cccc(Cl)c1 | 0.1 | 26
C[C@H]1CN([C@@H](C)CO)C(=O)c2cc(C#Cc3ccccc3F)cnc2O[C@H]1CN(C)C(=O)c1ccc2c(c1)OCO2 | 0.3 | 9
CO[C@@H]1CN(C)C(=O)c2cc(NS(=O)(=O)c3ccccc3)ccc2OC[C@H](C)N(Cc2ccccn2)C[C@H]1C | 0.0 | -1
COCCNC(=O)C[C@H]1C[C@H]2c3cc(NS(=O)(=O)c4ccccc4)ccc3O[C@H]2[C@H](CO)O1 | -1.0 | 0
COc1ccccc1NC(=O)N[C@@H]1CC[C@@H](CC(=O)NCc2ccc(Cl)c(Cl)c2)O[C@@H]1CO | 0.0 | -3
CCCC(=O)Nc1ccc2c(c1)C(=O)N(C)C[C@@H](OC)[C@@H](C)CN(CCC(F)(F)F)[C@H](C)CO2 | 0.2 | -5
Cc1ccc([N+](=O)[O-])cc1NC(=O)CSc1nnc(-c2ccc(Br)cc2)o1 | 0.2 | 15
C[C@H]1CN([C@@H](C)CO)C(=O)c2cc(/C=C/c3ccccc3)cnc2O[C@@H]1CN(C)Cc1cncnc1 | -2.4 | -11
C=C(C)[C@@H]1CC=C(/C=N/NC(=O)c2ccccc2O)CC1 | 0.0 | 6
Cc1nn(Cc2cccc(C(=O)NCc3ccccn3)c2)c(C)c1Cl | -1.1 | -10
O=C(C[C@H]1C=C[C@@H](NC(=O)c2ccc(F)cc2)[C@@H](CO)O1)NCc1ccncn1 | -0.2 | -3
CCCNC(=O)N(C)C[C@H]1Oc2ncc(-c3ccc(OC)cc3)cc2C(=O)N([C@H](C)CO)C[C@H]1C | 0.5 | -4
CO[C@@H]1CN(C)C(=O)c2cc(NC(=O)C3CCCC3)ccc2OC[C@@H](C)NC[C@@H]1C | -0.5 | 1
CNC[C@H]1Oc2ncc(-c3cncnc3)cc2C(=O)N([C@H](C)CO)C[C@@H]1C | 0.8 | -5
C[C@@H]1CCCCO[C@H](CN(C)C(=O)Nc2ccccc2)[C@H](C)CN([C@@H](C)CO)C(=O)c2cc(NC(=O)CCCN(C)C)ccc2O1 | 3.0 | .
CCOC(=O)C1CCCN(Cc2nc(N)nc(Nc3ccc(C)cc3)n2)C1 (centres undefined) | -0.2 | -31
CCN(CC)C(=O)CSc1nc(N)cc(=O)[nH]1 | -0.1 | 7
C[C@@H]1CN([C@@H](C)CO)C(=O)c2cc(/C=C/c3ccccc3)cnc2O[C@@H]1CN(C)C(=O)c1cccnc1 | -3.0 | -3
C[C@@H]1CN([C@@H](C)CO)C(=O)Cc2cc(NS(=O)(=O)c3ccc(Cl)cc3)ccc2O[C@@H]1CN(C)S(C)(=O)=O | 1.9 | .

New compounds follow.
smiles | IDH1 mut inh | PRC2 inh
Cc1noc(C)c1S(=O)(=O)Nc1ccc2c(c1)CC(=O)N([C@@H](C)CO)C[C@H](C)[C@@H](CN(C)Cc1ccc(C(=O)Nc3ccccc3N)cc1)O2 | . | -38
CC(C)NC(=O)Nc1ccc2c(c1)C(=O)N([C@H](C)CO)C[C@H](C)[C@H](CN(C)C(=O)NC(C)C)OCCCC[C@@H](C)O2 | -0.1 | 4
C[C@@H]1CN([C@H](C)CO)C(=O)Cc2cc(NC(=O)Nc3ccc(C(F)(F)F)cc3)ccc2O[C@H]1CN(C)S(=O)(=O)c1ccc(Cl)cc1 | -0.1 | .
C[C@@H]1CN([C@@H](C)CO)S(=O)(=O)c2ccc(Br)cc2O[C@H]1CN(C)C(=O)C1CCCCC1 | -0.5 | 7
C[C@@H]1CN([C@@H](C)CO)C(=O)Cc2cc(NC(=O)CCC(F)(F)F)ccc2O[C@H]1CN(C)CC1CCCCC1 | -0.8 | .
O=C(CCCCC(=O)N/N=C/c1ccc2ccccc2c1)NO | . | -4
O=C(CCSc1nc2ccccc2o1)Nc1ccc(F)cc1 | -0.5 | 11
CCCC#Cc1cnc2c(c1)C(=O)N([C@H](C)CO)C[C@@H](C)[C@H](CN(C)C(=O)Nc1ccc(OC)cc1)O2 | -0.7 | .
CC(C)NC(=O)N(C)C[C@H]1OCCCC[C@H](C)Oc2ccc(NC(=O)Nc3ccc4c(c3)OCO4)cc2C(=O)N([C@@H](C)CO)C[C@H]1C | -0.5 | .
C[C@H](CO)N1C[C@H](C)[C@H](CN(C)C)Oc2cc(Br)ccc2S1(=O)=O | -0.7 | 8
CO[C@@H](CN(C)C(=O)c1ccc2c(c1)OCO2)[C@H](C)CN([C@@H](C)CO)S(=O)(=O)c1ccc(F)cc1 | 0.2 | 6
CCCNC(=O)Nc1ccc2c(c1)C(=O)N(C)C[C@@H](OC)[C@@H](C)CN(CCC)[C@@H](C)CO2 | 0.2 | -6
O=C(C[C@H]1CC[C@H](NC(=O)C2CCC2)[C@@H](CO)O1)NCc1ccccc1Cl | 0.0 | 0
CC(C)CC#Cc1ccc2c(c1)O[C@@H](CN(C)C)[C@@H](C)CN([C@@H](C)CO)S2(=O)=O | -0.7 | -9
O=C(C[C@@H]1C[C@H]2c3cc(NC(=O)CC4CC4)ccc3O[C@H]2[C@H](CO)O1)NCCc1ccccc1 | 0.3 | 2
C[C@@H]1CN([C@H](C)CO)C(=O)Cc2cc(NC(=O)Nc3ccc4c(c3)OCO4)ccc2O[C@@H]1CN(C)S(=O)(=O)c1cccs1 | 2.0 | .
COc1cccc(S(=O)(=O)Nc2ccc3c(c2)OC[C@H](C)N(C(=O)Cc2cccnc2)C[C@H](C)[C@H](OC)CN(C)C3=O)c1 | . | 2
COc1ccc(CNC(=O)C[C@H]2CC[C@@H](NC(=O)CN(C)C)[C@@H](CO)O2)cc1 | 0.1 | 7
CCCN1C[C@@H](C)[C@H](OC)CN(C)C(=O)c2cc(NC(=O)Nc3ccccc3F)ccc2OC[C@H]1C | 0.3 | -8
CC(=O)Nc1ccc(C(=O)CSc2nc3ccccc3o2)cc1 | -0.2 | -3

New compounds follow:
smiles | IDH1 mut inh | PRC2 inh
COc1ccc(-c2nnc(SCC(N)=O)n2-c2ccc(Cl)cc2)cc1 | -0.3 | -14
COc1ccc(C(=O)COc2ccc(NC(=O)c3cccc([N+](=O)[O-])c3)cc2)cc1 | 0.6 | 3
COc1ccc(NC(=O)N(C)C[C@H]2OCCCC[C@H](C)Oc3ccc(NS(=O)(=O)c4cn(C)cn4)cc3C(=O)N([C@@H](C)CO)C[C@@H]2C)cc1 | 0.3 | .
O=C(Nc1cccc(OCC(=O)N2CCOCC2)c1)c1cccc([N+](=O)[O-])c1 | 0.0 | 8
COC(=O)C(CC#Cc1ccc2c(c1)[C@]1(C(=O)N2)[C@H](c2ccc(OCCO)cc2)N2[C@H](c3ccccc3)[C@H](c3ccccc3)OC(=O)[C@H]2[C@@H]1C(=O)N1CCCCCCC1)C(=O)OC | . | -29
Cc1cc(C)cc(C(=O)N(C)C(Cc2ccc(-c3ccccc3)cc2)C(=O)NC(Cc2c[nH]c3ccccc23)C(=O)O)c1 (centres undefined) | 0.2 | .
COc1ccc([Si](C)(C)[C@@H]2[C@@H](CCn3cc(CCO)nn3)O[C@]3(C(=O)N(Cc4ccc(N5CCC5=O)cc4)c4ccccc43)[C@H]2C)cc1 | -0.3 | 43
CC(NC(=O)c1ccc(Cl)cc1)C(=O)NC(C)(C)CO (centres undefined) | 0.0 | -10
C[C@@H]1CCCCO[C@H](CN(C)CC2CCCCC2)[C@H](C)CN([C@@H](C)CO)C(=O)c2cc(NC(=O)NC3CCCCC3)ccc2O1 | 1.5 | .
C[C@@H]1CN([C@H](C)CO)C(=O)Cc2cc(NC(=O)Nc3ccc(C(F)(F)F)cc3)ccc2O[C@H]1CN(C)S(C)(=O)=O | . | -8
C[C@H](CO)N1C[C@H](C)[C@H](CN(C)S(=O)(=O)c2ccccc2)Oc2ncc(C#Cc3cccc(F)c3)cc2C1=O | 0.9 | -13
COc1ccccc1S(=O)(=O)N(C)C[C@@H]1Oc2ncc(-c3ccc(C)cc3)cc2C(=O)N([C@@H](C)CO)C[C@@H]1C | -1.8 | 4
COc1cc(-c2coc3cc(OC)c(OC)c(OC)c3c2=O)cc(OC)c1OC | -1.0 | 21
C[C@@H]1CN([C@H](C)CO)C(=O)c2cc(NC(=O)C3CC3)ccc2O[C@@H]1CN(C)C(=O)Nc1ccccc1 | 0.4 | 4
CC(C)C#Cc1ccc2c(c1)O[C@@H](CN(C)CC1CCCC1)[C@H](C)CN([C@@H](C)CO)S2(=O)=O | 0.0 | .
COC(=O)c1cccc(NC(=O)Cc2ccccc2[N+](=O)[O-])c1C | -0.6 | -5
O=C(C[C@H]1C=C[C@H](NC(=O)C2CCC2)[C@H](CO)O1)NCC1CC1 | 1.3 | 23
C[C@@H]1CN([C@@H](C)CO)C(=O)c2cc(NC(=O)Nc3ccc(F)cc3)ccc2O[C@@H](C)CCCCO[C@H]1CN(C)S(=O)(=O)c1cn(C)cn1 | -3.3 | .
CO[C@@H]1CN(C)C(=O)c2cc(NC(=O)C3CCC3)ccc2OC[C@@H](C)N(C(=O)NC(C)C)C[C@H]1C | -0.1 | -6
C=C(C(=O)O)C(O)CCC1(C)C2CC3C(C2)C31C (centres undefined) | 1.8 | 22

Remaining list, next part.
Each structure is followed by: IDH1 mut inh | PRC2 inh
O=C(Cc1ccccn1)N[C@H]1C=C[C@H](CC(=O)N2CCCCC2)O[C@@H]1CO
    0.0 | -14
COc1ccc(NC(=O)N(C)C[C@H]2Oc3cc(-c4cccc(C(=O)N(C)C)c4)ccc3S(=O)(=O)N([C@H](C)CO)C[C@@H]2C)cc1
    -0.8 | -7
C[C@@H]1CN([C@@H](C)CO)S(=O)(=O)c2ccc(Br)cc2O[C@H]1CN(C)C(=O)c1cnccn1
    2.9 | 1
CN(C)CC(=O)Nc1ccc2c(c1)[C@@H]1C[C@H](CC(=O)NCc3ccccc3)O[C@H](CO)[C@@H]1O2
    0.3 | 3
Cc1ccc(S(=O)(=O)Nc2ccc3c(c2)C(=O)N([C@H](C)CO)C[C@H](C)[C@@H](CN(C)S(=O)(=O)c2ccccc2)OCCCC[C@H](C)O3)cc1
    -3.1 | .
C[C@H](CO)N1C[C@H](C)[C@H](CN(C)C(=O)NC2CCCCC2)Oc2ncc(C#Cc3ccc(C(F)(F)F)cc3)cc2C1=O
    0.5 | .
CCC(=O)Nc1ccc2c(c1)OC[C@@H](C)N(C(=O)COC)C[C@H](C)[C@@H](OC)CN(C)C2=O
    0.3 | 5
CO[C@H]1CN(C)C(=O)c2cc(NC(=O)CC(F)(F)F)ccc2OC[C@H](C)N(S(=O)(=O)c2cn(C)cn2)C[C@H]1C
    -0.3 | 12
C[C@H]1CN([C@@H](C)CO)C(=O)CCCn2nncc2CO[C@H]1CN(C)Cc1ccc(-c2ccccc2)cc1
    . | -6
Cc1ccc(S(=O)(=O)N(C)C[C@@H]2OCCCC[C@H](C)Oc3ccc(NC(=O)Nc4ccc(F)cc4)cc3C(=O)N([C@H](C)CO)C[C@H]2C)cc1
    -1.3 | .
O=C(CC(C(=O)O)N1CCCCC1)Nc1cccc([N+](=O)[O-])c1 (centres undefined)
    -0.2 | 10
COC(=O)c1cc(NC(=O)CSc2nc(C)cc(C)n2)cc(C(=O)OC)c1
    -0.1 | -1
CC(C)NC(=O)Nc1ccc2c(c1)CC(=O)N([C@H](C)CO)C[C@@H](C)[C@@H](CN(C)CC1CCCCC1)O2
    -0.1 | -10
C[C@H]1CN([C@@H](C)CO)S(=O)(=O)c2ccc(C#CC3(O)CCCC3)cc2O[C@@H]1CN(C)C(=O)Nc1cccc(F)c1
    2.0 | -13
COc1ccc(S(=O)(=O)Nc2ccc3c(c2)[C@@H]2C[C@@H](CC(=O)NCC4CC4)O[C@H](CO)[C@@H]2O3)cc1
    -0.6 | -6
COc1ccc(C#Cc2cnc3c(c2)C(=O)N([C@H](C)CO)C[C@H](C)[C@@H](CN(C)C(=O)CC2CC2)O3)cc1
    -0.4 | -3
O=C(NC1CCCCC1)N[C@@H]1CC[C@@H](CCNS(=O)(=O)c2ccc(Cl)cc2)O[C@H]1CO
    0.0 | 1
C[C@H](CO)N1C[C@H](C)[C@H](CN(C)C)Oc2c(NC(=O)Nc3ccc(F)cc3)cccc2C1=O
    -0.5 | .
C[C@@H]1CN([C@@H](C)CO)C(=O)c2cc(NC(=O)C3CC3)ccc2O[C@@H]1CN(C)C(=O)Nc1ccc2c(c1)OCO2
    -0.2 | 0
Cn1nnnc1SCCNCc1cccnc1
    0.5 | -5
CC(NC(=O)c1ccccc1N)C(N)=O (centres undefined)
    0.1 | -10
C[C@@H]1CN([C@@H](C)CO)C(=O)c2cc(NC(=O)Cc3ccccc3)ccc2O[C@@H]1CN(C)Cc1ccccc1
    -0.5 | -8
CCCn1nnc(NC(=O)COc2ccc(C)cc2C)n1
    -0.2 | 3
